KAT2A inh = GCN5L2 (KAT2A) acetyltransferase inhibition | Q92830 | GCN5L2 HAT assay, ThioGlo1 CoA-SH fluorescence | Potency, µM (series often up to 58.9 µM), inactives show at the highest dose activity change, negative = inhibition, hits mostly inhibitors | 390,000 compounds, 0.21% hits | AID 504327
Target sequence (Q92830 whole entry, looked up): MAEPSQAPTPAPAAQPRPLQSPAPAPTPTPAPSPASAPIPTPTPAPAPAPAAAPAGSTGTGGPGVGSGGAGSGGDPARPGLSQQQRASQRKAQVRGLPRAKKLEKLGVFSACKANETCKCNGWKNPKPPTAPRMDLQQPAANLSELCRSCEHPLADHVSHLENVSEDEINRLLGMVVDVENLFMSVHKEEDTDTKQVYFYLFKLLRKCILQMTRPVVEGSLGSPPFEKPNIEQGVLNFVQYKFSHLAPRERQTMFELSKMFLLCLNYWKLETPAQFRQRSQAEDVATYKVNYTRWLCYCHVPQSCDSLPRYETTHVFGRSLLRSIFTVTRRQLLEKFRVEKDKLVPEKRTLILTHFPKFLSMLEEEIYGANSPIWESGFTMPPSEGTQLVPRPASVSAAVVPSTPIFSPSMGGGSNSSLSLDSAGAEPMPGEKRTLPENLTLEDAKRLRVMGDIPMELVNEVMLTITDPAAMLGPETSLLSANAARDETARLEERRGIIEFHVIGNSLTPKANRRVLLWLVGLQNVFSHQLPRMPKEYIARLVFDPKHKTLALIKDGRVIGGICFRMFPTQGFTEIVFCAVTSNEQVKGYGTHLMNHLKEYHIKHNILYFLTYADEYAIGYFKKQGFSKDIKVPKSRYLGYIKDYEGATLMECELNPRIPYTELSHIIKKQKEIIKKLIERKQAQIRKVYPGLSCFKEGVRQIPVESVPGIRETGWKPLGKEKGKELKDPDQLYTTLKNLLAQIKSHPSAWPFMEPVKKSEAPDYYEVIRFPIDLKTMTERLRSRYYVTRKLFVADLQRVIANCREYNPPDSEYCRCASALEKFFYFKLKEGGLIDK
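ThioGlo1-coupled HAT assay: 20nM GCN5L2, 70uM acetyl-CoA, 75uM H3(1-25) peptide, pH 7.5. Fluorescence read at 340/540nm at start and after 20 min at room temperature.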
FEN1 inhibitor = inhibitors of human flap endonuclease 1; P39748; Recombinant FEN1 flap cleavage, fluorescence, 15 min; Potency, µM (titrated, usually from 114 µM), for the others: at the highest dose activity change, negative = inhibition, most hits filed as inhibitors; 390,000 compounds, 0.35% hits; AID 588795; further: nearly all actives have a fitted effect of over 65% in size
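With each library titrated from low to high concentration, compounds met 10 nM FEN1 for 15 min at room temperature before 50 nM substrate was added; readings at 0 and 15 min fed four-parameter Hill curve fits.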
N370S GC = inhibits or activates N370S mutant glucocerebrosidase. P04062. N370S GC spleen homogenate, 4MU-glucoside fluorescence. Potency, µM (highest dose often 59.4 µM), for the others: top-dose activity change, negative = inhibition, most hits filed as inhibitors. 330,000 compounds, 0.092% hits. AID 2101;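 further: 0% = full enzyme activity and -100% = no enzyme basal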
* = called active by the depositor; [ ] = dose if it differs, or a comment. The call rests on the fitted dose curve; in most records, active means well fitted curve in the direction sought with a large enough effect; inconclusive means small, poorly fitted or top-dose-only effect, or another doubt; inactive means no such curve, though single readings can be large; an effect the other way counts as inactive or inconclusive. Unless noted, on the % scale 0 is the no-effect control and ±100 the full control effect; potency means the concentration at half of the fitted maximal effect.

`O=C(Nc1ccc(F)cc1)c1ccc(Br)c(S(=O)(=O)N2CCOCC2)c1` gave KAT2A inh -1%, FEN1 inhibitor -15% and N370S GC -4%.
For CNc1ccccc1C(C)(C)c1cc(-c2cccc([N+](=O)[O-])c2)no1 the results were KAT2A inh -20%, FEN1 inhibitor -23% and N370S GC 3%.
Screening CCOC(=O)c1ccc(NC(=O)CCNS(=O)(=O)c2cc(Br)cnc2N)cc1 returned KAT2A inh -5%, FEN1 inhibitor -16% and N370S GC -24%.
Screening Cc1c(C(=O)N(CC(C)C)c2c(N)n(Cc3ccccc3)c(=O)[nH]c2=O)sc2nc3n(c(=O)c12)CCC3 returned KAT2A inh -5%, FEN1 inhibitor -3% and N370S GC -5%.
Cc1ccccc1CNC(=O)CCC(=O)N1CCOc2ccc(Cl)cc21 was read as KAT2A inh 3%, FEN1 inhibitor -16% and N370S GC -13%.
CCCCCC(=O)Nc1nnc(CCc2ccccc2)s1 was read as KAT2A inh -5%, FEN1 inhibitor 23% and N370S GC 2%.
`COc1ccc(N(CC(=O)Nc2cc(Cl)ccc2OC)S(=O)(=O)c2c(C)noc2C)cc1` gave KAT2A inh -10%, FEN1 inhibitor 2% and N370S GC 3%.
`CCOC(=O)Nc1ccc(S(=O)(=O)Nc2nccc(C)n2)cc1` gave KAT2A inh -2%, FEN1 inhibitor 1% and N370S GC -1%.
For CCOC(=O)CCNC(=O)N1CCC(CCC(=O)NCc2ccc(F)cc2)CC1 the results were KAT2A inh -12%, FEN1 inhibitor 10% and N370S GC 4%.
For CCOC(=O)C1=C(C)NC(=O)NC1c1cccc(O)c1 (stereo not given) the results were FEN1 inhibitor 1% and N370S GC 7%.
S=c1[nH]cnc2sc(-c3ccccc3)cc12 was read as KAT2A inh -6%, FEN1 inhibitor -3% and N370S GC -7%.
`CN1C(=S)SC(N2OC3C(=O)N(c4ccccc4)C(=O)C3C2c2ccccc2)C1(C)C` (stereo not given) gave KAT2A inh -3% and N370S GC 0%.
O=C(COC(=O)c1cnccn1)NCc1ccc(Cl)cc1 was read as KAT2A inh 0%, FEN1 inhibitor 0% and N370S GC -14%.
COC(=O)c1ccc(NC(=O)C(=O)c2c[nH]c3ccccc23)cc1 was read as KAT2A inh 3%, FEN1 inhibitor 5% and N370S GC 5%.
`Cc1ccc(C)c(S(=O)(=O)NCCN2CCOCC2)c1` gave KAT2A inh 1%, FEN1 inhibitor 19% and N370S GC -7%.
For Cc1cccc(N2CCN(CCNC(=O)Nc3ccc(Cl)cc3)CC2)c1C the results were KAT2A inh -15% and FEN1 inhibitor -1%.
For Cc1ccc(N(C(=O)c2cccs2)C2C=CS(=O)(=O)C2)cc1 (stereo not given) the results were KAT2A inh -3%, FEN1 inhibitor -5% and N370S GC 7%.
For CCOC(=O)c1c(C)[nH]c(C)c1S(=O)(=O)N(C)CC(=O)N1CCN(c2cccc(Cl)c2)CC1 the results were KAT2A inh 0% and FEN1 inhibitor 7%.
Screening CC(C)COP(=O)(CNC(=O)CN1C(=O)c2ccccc2S1(=O)=O)OCC(C)C returned KAT2A inh 2%, FEN1 inhibitor -6% and N370S GC -18%.
Screening CCOc1ccccc1C(=O)N/N=C/c1ccoc1 returned KAT2A inh -4%, FEN1 inhibitor -12% and N370S GC -2%.
`Cc1cccc(C(=O)N2CCC(=O)N([C@H](COCc3cccc(C(F)(F)F)c3)Cc3ccccc3)CC2)c1` gave KAT2A inh -26% and N370S GC 1%.
O=C1COc2ccc(C(=O)COC(=O)c3c(F)cccc3Cl)cc2N1 was read as KAT2A inh -6% and FEN1 inhibitor 5%.
CCOC(=O)N1CCN(C(=O)c2cccc(OC)c2O)CC1 was read as KAT2A inh 0%, FEN1 inhibitor -2% and N370S GC -2%.
Screening COc1ccc(Nc2ccccc2C(=O)O)cc1 returned KAT2A inh -4%, FEN1 inhibitor 5% and N370S GC 8%.
Screening CC(=C\C(=O)O)/C(=C\c1cccc2ccccc12)C(=O)O returned KAT2A inh 0%, FEN1 inhibitor 2% and N370S GC 4%.
`CCn1nc(C)c2c(-c3ccccc3)cc(=O)n(C(C)C(=O)NCCc3ccc(Cl)cc3)c21` (stereo not given) gave KAT2A inh -5% and FEN1 inhibitor -14%.
For Cc1cccc(NC(=O)c2cc(NC(=O)c3ccco3)ccc2Cl)n1 the results were KAT2A inh -1%, FEN1 inhibitor 42%[activator] and N370S GC -6%.
Screening O=C(CCCNC(=O)c1ccc(Cl)cc1)NCc1ccccc1F returned KAT2A inh 1%, FEN1 inhibitor -8% and N370S GC -14%.
`Cc1ccc(S(=O)(=O)Nc2cccnc2Oc2ccc(Cl)cc2)cc1` gave KAT2A inh -8%, FEN1 inhibitor -12% and N370S GC 3%.
For COc1ccc(CNc2nc(-c3ccc(Cl)cc3)nn2C(=O)c2ccccc2)cc1 the results were KAT2A inh 1% and FEN1 inhibitor -22%.

Part of the list above in order of number of heavy atoms, ascending.
Screening COc1ccc(Nc2ccccc2C(=O)O)cc1 returned KAT2A inh -4%, FEN1 inhibitor 5% and N370S GC 8%.
Screening O=C(CCCNC(=O)c1ccc(Cl)cc1)NCc1ccccc1F returned KAT2A inh 1%, FEN1 inhibitor -8% and N370S GC -14%.
For Cc1cccc(NC(=O)c2cc(NC(=O)c3ccco3)ccc2Cl)n1 the results were KAT2A inh -1%, FEN1 inhibitor 42%[activator] and N370S GC -6%.
Screening CC(C)COP(=O)(CNC(=O)CN1C(=O)c2ccccc2S1(=O)=O)OCC(C)C returned KAT2A inh 2%, FEN1 inhibitor -6% and N370S GC -18%.
For COc1ccc(CNc2nc(-c3ccc(Cl)cc3)nn2C(=O)c2ccccc2)cc1 the results were KAT2A inh 1% and FEN1 inhibitor -22%.
`Cc1cccc(C(=O)N2CCC(=O)N([C@H](COCc3cccc(C(F)(F)F)c3)Cc3ccccc3)CC2)c1` gave KAT2A inh -26% and N370S GC 1%.

Continuation:
For CC12CN3CCN(CC(C3)C1(O)CN1CCOCC1)C2 (stereo not given) the results were KAT2A inh -2%, FEN1 inhibitor 0% and N370S GC 15%.
Screening CC1=NN(c2ccc(N)cc2)C(=O)C1 returned KAT2A inh -14%, FEN1 inhibitor inconclusive and N370S GC 9%.
CCOC(=O)C1=C(C)Nc2ccccc2N=C1NC(=O)Cc1ccc(Br)cc1 was read as KAT2A inh 1%, FEN1 inhibitor -3% and N370S GC 27%.
Cc1nnc(NC(=O)CSc2nnc(Cc3ccccc3)n2-c2ccccc2)s1 was read as FEN1 inhibitor 4% and N370S GC -5%.
For Cc1cccc[n+]1CC(=O)/C=C1\N(C)c2ccccc2C1(C)C the results were KAT2A inh -9%, FEN1 inhibitor 1% and N370S GC 0%.
Screening COCCn1c(SCC(=O)Nc2cc(Cl)ccc2OC)nc2c(c1=O)SC(C)C2 (stereo not given) returned KAT2A inh -5%, FEN1 inhibitor -19% and N370S GC inconclusive.
For COc1cc(Br)c(C2C(C#N)=C(N)Oc3n[nH]c(-c4cccnc4)c32)cc1OC (stereo not given) the results were KAT2A inh 2%, FEN1 inhibitor -3% and N370S GC -5%.
CN(C)/C(CN1CCN(C=O)CC1)=C1\N=C(c2ccccc2)OC1=O was read as KAT2A inh -10%, FEN1 inhibitor -14% and N370S GC 5%.
Screening O=C1CNC(=S)N1CCCn1ccnc1 returned KAT2A inh 0%, FEN1 inhibitor -3% and N370S GC -5%.
Screening COc1ccc(CCC(=O)Nc2c(C)n(C)n(-c3ccccc3)c2=O)cc1 returned KAT2A inh -3%, FEN1 inhibitor -9% and N370S GC -10%.
`O=c1[nH]c(C2CCN(S(=O)(=O)c3ccc4c(c3)OCCO4)CC2)nc2c1nnn2Cc1ccc(F)cc1` gave KAT2A inh -8%, FEN1 inhibitor -6% and N370S GC -14%.
`CC(C)NC(=S)NC(=O)/C=C/c1ccc(F)cc1` gave KAT2A inh -1%, FEN1 inhibitor -1% and N370S GC 6%.
`N#CCC(=O)Nc1ccc(C(=O)OCC(=O)Nc2sc3c(c2C#N)CCCC3)cc1` gave KAT2A inh -21%, FEN1 inhibitor -11% and N370S GC -2%.
For CC1(C)Cc2c(sc3nc(C4CC4)n(N)c(=O)c23)CO1 the results were KAT2A inh 1%, FEN1 inhibitor 3% and N370S GC -3%.
COC(=O)c1ccccc1-c1ccc(/C=N/NC(=O)c2cc3ccccc3o2)o1 was read as KAT2A inh -12%, FEN1 inhibitor 1% and N370S GC 3%.
`CC(C)(C)OC(=O)N1CCC(c2nnc(SCc3cccc(Cl)c3)o2)CC1` gave KAT2A inh -4% and FEN1 inhibitor -11%.
Screening CCn1ncc(Br)c1C(=O)Nc1ccc(Cl)cn1 returned KAT2A inh 1%, FEN1 inhibitor 3% and N370S GC 3%.
O=C(O)C1=NN(c2ccccc2)C(=O)C1 was read as KAT2A inh -27%, FEN1 inhibitor -17% and N370S GC 9%.
CCN1CCN(S(=O)(=O)c2ccc(S(=O)(=O)N(CC)Cc3ccccc3)cc2)CC1 was read as KAT2A inh 0%, FEN1 inhibitor -15% and N370S GC -3%.
`Cc1cc(C(=O)N2CCCC(N3CCN(c4ccccc4C)CC3)C2)nc(C)n1` (stereo not given) gave KAT2A inh -16%, FEN1 inhibitor -4% and N370S GC -5%.
Screening Cc1ccc(-n2c(C)cc(/C=C3/SC(=O)N(CC(=O)N4CCOCC4)C3=O)c2C)nc1 returned KAT2A inh -2%, FEN1 inhibitor 2% and N370S GC -1%.
CNC(=O)c1cc(C(=O)c2ccc(C(F)(F)F)cc2)c[nH]1 was read as KAT2A inh 14%, FEN1 inhibitor 2% and N370S GC -11%.
N=c1c(S(=O)(=O)c2ccc(Cl)cc2)cc2c(=O)n3ccccc3nc2n1Cc1cccnc1 was read as KAT2A inh -15%, FEN1 inhibitor -3% and N370S GC -3%.
Cc1ccc(Cl)cc1N1CCN(C(=O)c2ccc3c(c2)CCN3S(=O)(=O)c2ccccc2)CC1 was read as KAT2A inh -3% and FEN1 inhibitor 7%.
For O=c1c(-c2ccc(Cl)cc2)nc2cncnc2n1Cc1ccccc1 the results were KAT2A inh -17% and N370S GC -8%.
CCCCSc1nc(C(=O)O)cc(=O)[nH]1 was read as KAT2A inh 0%, FEN1 inhibitor 15% and N370S GC 10%.
Screening CCN(CC)CCCN1C=C2C(=O)C(C)(OC(=O)CCc3ccccc3)C(=O)C=C2C=C1c1ccc(C#N)cc1 (stereo not given) returned KAT2A inh -20%, FEN1 inhibitor -18% and N370S GC -10%[12.8 µM].
For CCOC(=O)N1CCN(CC(O)COc2cc(C)cc(C)c2)CC1 (stereo not given) the results were KAT2A inh -15%, FEN1 inhibitor 3% and N370S GC 1%.
O=C(COC(=O)c1ccccc1SCC(=O)N1CCCC1)NC1CCS(=O)(=O)C1 (stereo not given) was read as KAT2A inh -4%, FEN1 inhibitor 2% and N370S GC -8%.
For CCN(CC)S(=O)(=O)c1cc(C(=O)Nc2cccnc2Cl)ccc1Cl the results were KAT2A inh -11%, FEN1 inhibitor 0% and N370S GC 23%.
Cc1cc(C)cc(NC(=O)Cn2nnc3ccccc3c2=O)c1 was read as KAT2A inh -7%, FEN1 inhibitor 20% and N370S GC -1%.
For NC(=O)N/N=C/c1ccc(Oc2ccc(F)cc2)cc1 the results were KAT2A inh -10% and N370S GC -3%.
For COc1cc(C2c3cc4c(cc3C(OC3OC5COC(C)O[C@@H]5C(O)C3O)C3COC(=O)C23)OCO4)cc(OC)c1O (stereo not given in full) the results were KAT2A inh 13% and N370S GC -5%.
Screening CC[C@]12c3[nH]c4ccc(Cl)cc4c3CCN1C(=O)[C@@H](CC(=O)NCCN1CCOCC1)C[C@@H]2C(=O)N1CCN(C(=O)C2CC2)CC1 returned KAT2A inh 0% and FEN1 inhibitor -3%.
CNC1C(O)C(O[C@H]2C(O)[C@@H](OC3OC(CN)=CCC3N)[C@H](N)C[C@@H]2N)OC[C@]1(C)O (stereo not given in full) was read as KAT2A inh -5% and N370S GC 0%.
For CCn1c(CN2CCC(C)CC2)nc2cc(NC(=O)c3ccc([N+](=O)[O-])cc3)ccc21 the results were KAT2A inh -8% and FEN1 inhibitor 1%.
CC1(C)CC[C@]2(C(=O)O[C@@H]3OC(CO)[C@@H](O)[C@H](O)[C@H]3O)CC[C@]3(C)C(=CCC4[C@@]5(C)CC[C@H](O[C@@H]6OC(C(=O)O)[C@@H](O)[C@H](O)[C@H]6O)C(C)(C)C5CC[C@]43C)[C@@H]2C1 (stereo not given in full) was read as KAT2A inh 1% and FEN1 inhibitor -3%.
CCCCOc1ccc(C(=O)NCC(=O)NC2CCN(Cc3ccccc3)CC2)cc1 was read as KAT2A inh -5%, FEN1 inhibitor 4% and N370S GC -4%.
`CCSc1nnc(NC(=O)CN2C(=O)C3CC=CCC3C2=O)s1` (stereo not given) gave KAT2A inh 0%, FEN1 inhibitor -13% and N370S GC 0%.
For S=c1[nH]nc(C2CC2)n1Cc1ccccc1 the results were KAT2A inh -13%, FEN1 inhibitor 5% and N370S GC 2%.
Screening CCCCN(CC)CCCNC(=S)Nc1ccc2nc3n(c(=O)c2c1)CCCCC3 returned KAT2A inh 4%, FEN1 inhibitor 0% and N370S GC -11%.

Source: PubChem (National Center for Advancing Translational Sciences (NCATS))

The list is partial; the hit share may differ from the screen's.
